# Assay outcomes deposited in PubChem by several laboratories.
# TAAR1 agonist: agonists of human TAAR1 | Q96RJ0 | CHO RD-HGA16 TAAR1, Fluo-8 calcium fluorescence; vehicle wells 0%, saturating PEA agonist 100% | activation, % at 3 µM | 360,000 tested, 0.99% active | AID 624467;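 active = activation above the mean activation of all test compounds in the run plus 3 SD, cut at about 38% in these data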
# Target sequence (Q96RJ0 whole entry, looked up): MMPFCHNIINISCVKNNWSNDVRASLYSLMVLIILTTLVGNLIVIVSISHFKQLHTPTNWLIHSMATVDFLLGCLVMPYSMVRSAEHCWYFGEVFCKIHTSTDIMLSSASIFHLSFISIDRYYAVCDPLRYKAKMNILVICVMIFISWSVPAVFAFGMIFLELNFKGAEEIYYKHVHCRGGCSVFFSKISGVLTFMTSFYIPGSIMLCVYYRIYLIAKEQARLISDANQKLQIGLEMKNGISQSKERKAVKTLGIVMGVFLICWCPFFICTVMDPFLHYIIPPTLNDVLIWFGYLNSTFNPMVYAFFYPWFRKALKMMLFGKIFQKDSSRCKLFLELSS
#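 test system = CHO RD-HGA16 cells carrying human TAAR1 plus Gα16 | schedule = 17-24 h seeding, 75 min 37 °C dye, 30 min RT | compound dosing = 3 µM single concentration | control set = DMSO and PEA EC100 | replicates = n 1 | signal = Fluo-8 fluorescence, 5 s baseline then 140 s kinetic read | measure = percent activation vs PEA EC100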
# CHRM5 antagonist: CHRM5 antagonism in calcium assay; AID 624040; 360,000 tested, 0.59% active; P08912; inhibition, % at 3 µM; CHO-hM5 cells, Fluo-8 calcium fluorescence, ACh EC80;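 active = inhibition above a per-plate cutoff, the mean of that plate's test compounds plus 3 SD, cut at about 27% in these data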;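 also: 0% = acetylcholine EC80 with DMSO and 100% = DMSO without agonist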
# M1 PAM parental: M1 PAM counterscreen hit in parental CHO-K1 cells; ATP EC20, Fluo-8 calcium fluorescence; 0% at ATP EC20, 100% at ATP max; activation, % at 3 µM; 360,000 tested, 0.02% active; AID 602247;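 active = activation above the run cutoff, the mean activation of all test compounds plus 3 SD, cut at about 40% in these data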;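 also: peak over basal fluorescence ratio in a 140 s read after ATP addition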
# CRFBP-R2 block: antagonists of CRF-binding protein/CRF-R2 receptor complex; HEK293 CRF-R2/CRF-BP, CRF-induced calcium fluorescence; inhibition, % at 11.8 µM; 350,000 tested, 0.59% active; AID 588475;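 active = inhibition of the ligand-induced calcium signal above about 50% at the single tested concentration, limit read from the data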
# CRFBP-R2 agonist: CRF-BP/CRF-R2 complex agonism; HEK293 CRF-R2/CRF-BP, calcium dye fluorescence (FLIPR); percent of saturating CRF peptide response; activation, % at 13.2 µM; 350,000 tested, 0.46% active; AID 588473;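 active = activation of at least 50%, plus an integration ratio under a set limit after plate pattern correction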;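 also: plate controls were neutral control wells without compound for no effect and CRF at EC100 for full effect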
# CHRM5 PAM: CHRM5 positive allosteric modulation. 360,000 tested, 0.3% active. activation, % at 3 µM. CHO-K1 hM5, Fluo-8 calcium, ACh EC20 PAM; 0% = ACh EC20, 100% = ACh EC100. AID 624038;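 active = activation above the run cutoff, the mean activation of all test compounds plus 3 SD, cut at about 18% in these data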
#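 system = human M5 receptor in CHO-K1 cells | reagent = EC20 acetylcholine as agonist stimulus | compound dosing = single-point, 3 µM nominal | incubation = Fluo-8 loading 80 min at 37 °C plus 30 min room temperature | detection = Fluo-8 calcium dye fluorescence, kinetic read | benchmarks = low control EC20 acetylcholine (0%), high control EC100 acetylcholine (100%)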
# CHRM4 PAM: positive allosteric modulators of human muscarinic M4 receptor. P08173. CHO-K1 hM4/Gqi5, Fluo-8 calcium fluorescence, ACh EC20; 0% = ACh EC20, 100% = maximal ACh. activation, % at 3 µM. 360,000 tested, 0.4% active. AID 624126;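 active = activation above its plate's cutoff, the mean activation of sample wells plus 3 SD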; also: some results filed as inactive read as strong as hits
# Target sequence (P08173 whole entry, looked up): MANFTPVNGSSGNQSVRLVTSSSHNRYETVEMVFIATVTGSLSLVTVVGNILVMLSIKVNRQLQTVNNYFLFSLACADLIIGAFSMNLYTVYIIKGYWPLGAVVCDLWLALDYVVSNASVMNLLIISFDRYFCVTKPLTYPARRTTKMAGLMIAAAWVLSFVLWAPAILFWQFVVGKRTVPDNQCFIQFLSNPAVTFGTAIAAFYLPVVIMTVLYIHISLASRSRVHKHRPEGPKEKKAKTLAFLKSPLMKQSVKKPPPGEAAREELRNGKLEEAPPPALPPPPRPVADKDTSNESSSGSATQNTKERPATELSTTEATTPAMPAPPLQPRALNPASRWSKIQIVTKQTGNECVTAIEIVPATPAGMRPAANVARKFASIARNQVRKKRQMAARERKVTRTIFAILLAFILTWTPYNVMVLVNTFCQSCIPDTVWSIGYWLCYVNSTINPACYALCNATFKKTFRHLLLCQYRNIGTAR
# TAAR1 antagonist: antagonists of human TAAR1 | 360,000 tested, 1.5% active | CHO RD-HGA16 TAAR1, Fluo-8 calcium fluorescence, antagonist | AID 624466 | inhibition, % at 3 µM | Q96RJ0;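 active = inhibition above a per-plate cutoff, the mean inhibition of test compounds on that plate plus 3 SD, cut at about 49% in these data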;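 also: 0% = DMSO plus EC80 beta-PEA response and 100% = DMSO alone without agonist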
#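 Test system – hTAAR1-expressing CHO RD-HGA16 cells, Gα16-coupled · Reagent – β-PEA at EC80 concentration, post-compound challenge · Compound dosing – 3 µM, single point · Timing – 140 s kinetic read after compound, 140 s after agonist · Detection – Fluo-8 intracellular calcium dye fluorescence, real-time kinetic reads · Control set – DMSO and EC80 PEA controls · Repeats – n of 1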
# CHRM5 agonist: agonists of human muscarinic M5 receptor (CHRM5); P08912; CHO-K1 hM5 cells, Fluo-8 calcium fluorescence; 0% DMSO wells, 100% maximal acetylcholine response; activation, % at 3 µM; 360,000 tested, 0.19% active;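 active = activation above the run's mean over test compounds plus 3 SD, cut at about 23% in these data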;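 also: signal is peak over basal fluorescence ratio across the kinetic read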
# * hit, by the source's call.
mol	CHRM5 antagonist	CRFBP-R2 block	CHRM4 PAM	M1 PAM parental	CHRM5 agonist	TAAR1 antagonist	CRFBP-R2 agonist	TAAR1 agonist	CHRM5 PAM
O=C(NCc1ccco1)c1cc2sccc2n1Cc1ccc(F)cc1	-5.3	7.3	-1.2	5.9	-2.6	20.4	2.7	-0.4	0.7
COc1ccccc1NS(=O)(=O)c1ccc(C)c(C(=O)N2CCN(c3ccc(O)cc3)CC2)c1	6.2	0.9	-4.3	1.4	-0.7	-14.4	-1.0	6.6	0.2
COC(=O)c1cc(N=C(N)N=C(N)N)cc(C(=O)OC)c1	13.0	2.7	-10.1	17.5	0.9	-15.6	0.7	3.4	-6.5
O=C(NN1CCOCC1)c1ccc(Cl)c(Cl)c1	1.5	2.1	-0.6	-1.7	0.3	-33.2	-1.5	0.4	2.9
COc1cc2[nH]c(-c3cccc(F)c3)cc(=O)c2cc1OC	3.4	-7.5	3.5	4.5	2.5	23.8	1.5	13.1	0.9
O=C(Nc1ncc(Cc2cccc(Cl)c2)s1)C1CCCO1 (stereo not given)	3.1	10.9	2.0	16.8	-4.9	-10.6	-1.3	-0.5	-1.3
CN(C)c1nc(N(C)C)nc(N2CC(CCl)OC2=N)n1 (stereo not given)	-2.8	-33.6	-1.5	-13.2	-0.6	4.3	1.2	-0.4	-0.8
O=C(C1=C(O)/C(=C/c2ccc(O)cc2)CCC1)C(F)(F)F	-10.0	10.8	3.5	16.1	2.9	28.7	4.7	22.3	-2.9
CCc1noc(C)c1C(=O)OCC(=O)N(C)c1c(N)n(Cc2ccccc2)c(=O)[nH]c1=O	-7.7	11.6	1.4	-13.5	3.2	-13.9	-1.7	4.8	6.9
O=C(NS(=O)(=O)Oc1ccc(F)cc1F)OC[C@@H]1CCCN2CCCCC12 (stereo not given in full)	5.0	-1.9	0.1	-23.8	-2.1	-2.9	-0.4	-0.8	-2.0
CC(C)OCCCNC(=O)c1ccc(CS(=O)(=O)c2cccc(C(F)(F)F)c2)o1	14.4	-2.1	1.3	-7.7	-1.0	0.0	-1.1	-1.7	-2.1
COC(=O)[C@H]1C[C@H]1[C@@H](NC(=O)c1cccnc1)c1ccccc1	11.3	-0.1	10.3	5.1	3.1	0.8	0.6	4.0	2.6
Cc1ccc(C)c(S(=O)(=O)N2CCN(CC(=O)NC(C)c3ccccc3)CC2)c1 (stereo not given)	8.3	-1.4	-7.3	13.8	-3.5	-7.9	0.4	1.4	-2.7
O=S(=O)(NCCc1ccc(F)cc1)c1ccc(F)cc1Br	-1.2	2.0	-0.2	17.8	-1.7	-1.1	-2.5	1.0	0.8
O=C(CN1CCN(S(=O)(=O)c2ccccc2)CC1)Nc1ccc([N+](=O)[O-])cc1	-2.3	10.8	-5.9	-1.4	2.7	-14.4	-1.2	4.1	-11.7
CCc1ccc(-c2csc(NC(=O)C3=NN(c4ccccc4)C(=O)CC3)n2)cc1	-5.2	-10.8	-6.1	3.4	-1.9	27.8	1.6	4.3	1.9
O=C(COC(=O)C1CC1)Nc1ccc(OC(F)F)cc1	-2.5	9.6	3.6	18.1	0.8	11.4	-0.2	7.3	5.2
CC(C)(C)c1ccc(C(=O)OCC(=O)NC2CC2)cc1	-1.9	-3.9	8.6	5.8	6.8	-13.2	-1.2	2.3	5.1
Cc1ccnc(NC(=O)CCC(=O)N(CC(=O)NC(C)(C)C)c2ccc3c(c2)OCCO3)c1	2.5	6.1	16.2	21.5	-5.6	2.9	-6.0	8.6	-8.1
COc1cc(C(=O)NC(=S)Nc2ccc3c(c2)OCO3)cc(OC)c1OC	5.9	8.3	-1.1	17.6	0.1	-9.2	-0.8	-0.5	-1.9
CC(Sc1nnc(N)s1)C(=O)NC1CCCCC1C (stereo not given)	3.4	5.2	9.4	-21.0	-3.6	-2.3	-0.1	0.6	-0.3
O=C1C2C3CCCC3=C3CCCC3C2C(=O)N1c1cccc(Cl)c1 (stereo not given)	0.6	-26.1	-7.1	20.9	-5.2	13.8	3.9	2.7	-2.8
COc1ccc(N(Cc2cc3cc(OC)ccc3[nH]c2=O)S(=O)(=O)c2ccc(NC(C)=O)cc2)cc1	9.7	3.8	-7.7	-6.5	1.0	57.7*	-0.7	29.3	-11.5
CCOc1ccc(NCC(=O)c2ccc(C)cc2)cc1	-3.9	8.3	6.7	11.8	-4.7	12.1	-2.0	0.1	3.4
O=C(NCCCNC(=O)c1ccco1)c1ccco1	1.9	-11.6	4.4	10.9	-3.3	-3.3	1.3	1.4	-1.9
O=C1COc2ccc(S(=O)(=O)NCCc3ccccc3)cc2N1	8.4	-0.8	-8.6	-25.2	-2.0	0.7	-1.2	1.2	-4.9
COc1ccc(N(CC(=O)NC2CCCCC2)S(=O)(=O)c2cccnc2)cc1	5.3	-8.7	5.4	12.4	2.1	6.2	0.8	-0.3	-2.5
CN1OC[C@@H]2CN(Cc3ccccc3)[C@H](c3cccc(-c4ccc(C#N)cc4)c3)C[C@@H]21	-0.5	16.3	-6.7	18.2	-1.3	-14.9	-0.4	-0.3	-3.5
CC1CCCCN1C(=O)Cn1c(=O)oc2cc(S(=O)(=O)N3CCCC3)ccc21 (stereo not given)	-0.5	-18.1	6.6	-9.0	0.5	5.6	4.9	0.8	-0.7
COc1ccc(CN2CCCCC2C)cc1OC (stereo not given)	7.5	-21.9	9.4	-2.8	-2.3	-24.7	-0.3	5.4	-3.9
O=C(NCc1ccc(F)cc1)C1(S(=O)(=O)c2ccc(Cl)cc2)CC1	18.8	8.5	-8.9	2.3	-8.8	1.8	0.5	-4.2	-7.1
CCOC(=O)NC(Nc1sc2c(c1C(N)=O)CCCC2)(C(=O)OCC)C(F)(F)F (stereo not given)	8.2	39.8	3.3	-6.8	2.2	14.1	-1.9	14.1	-1.2
Cc1ccc(C2=NN(CC(=O)NCCN(C)C)C(=O)CC2)cc1	16.0	9.8	2.4	1.3	-4.5	5.9	0.7	-1.9	-4.1
COc1ccc(CNC(=O)c2cc3c(=O)n4cccc(C)c4nc3n(CC3CCCO3)c2=N)cc1 (stereo not given)	5.2	0.7	-2.8	20.2	-9.9	-9.6	-5.2	-0.5	1.0
COc1ccc(N2CCN(C(=O)CCN3C(=O)C4C5C=CC(C5)C4C3=O)CC2)cc1 (stereo not given)	10.0	0.7	-7.3	16.1	1.5	-5.2	-0.3	-0.7	-3.0
O=c1c2cc(NC(=S)NC3CCCCC3)ccc2nc2n1CCCCC2	17.0	-8.6	-12.4	-3.2	-0.4	0.0	0.1	6.0	-7.1
CCOc1ccc(NC(=O)Cn2nnc(-c3ccccc3NC(=O)C3CC3)n2)cc1	-7.4	7.5	1.2	23.8	-7.6	2.2	0.4	9.7	3.9
Cc1cc(C)c(S(=O)(=O)N2CCN(C(=O)CN3C(=O)NC4(CCCC4)C3=O)CC2)c(C)c1	-19.1	-29.1	11.1	-8.9	-2.4	-16.9	-4.4	2.2	12.9
COC(=O)c1cc(OC)c(OC)cc1NC(=O)c1ccccc1	-6.1	8.9	4.6	16.0	-2.8	2.9	0.4	3.0	-2.2
O=C(c1cccs1)n1nc(NCc2ccccc2)nc1NCc1ccccc1	-1.7	1.0	12.6	11.1	-1.0	-1.3	-1.1	0.7	1.3
COc1ccc(C2CC(c3cccs3)=NN2C(=O)CSc2nc3ccccc3o2)cc1 (stereo not given)	2.6	-6.3	-1.1	24.1	-2.9	0.4	13.0	4.3	-4.2
COc1ccc(NC(=O)c2cc(=O)c3ccccc3o2)cn1	-6.3	-8.5	16.7	18.5	0.5	-15.3	0.3	5.6	7.7
Cc1cc2n(n1)C(c1ccccc1)Nc1ccccc1-2 (stereo not given)	-6.7	17.9	8.1	14.6	-1.1	-7.7	-2.1	6.7	1.0
C=CCC(CC=C)(NC(=O)c1cccc(C)c1)c1ccccc1	-4.9	12.3	3.5	18.5	-5.2	-9.5	-1.3	0.9	0.6
CCC(=O)NC(=S)Nc1ccc(NC(=O)COc2ccccc2)cc1	3.7	-42.2	0.9	21.0	-0.8	22.6	1.2	4.0	-3.5
O=c1c2ccccc2nc2n1CCCCN2	0.2	-13.3	-3.8	22.6	-10.6	5.1	-1.5	14.8	-3.4
CCn1c(CSc2nc3ccccc3s2)nnc1SCC(=O)c1ccc(O)c(O)c1	8.6	5.8	3.1	19.3	-1.2	16.6	-2.8	7.4	-3.7
CCn1c(SCC(=O)OC2CCCCC2)nnc1-c1ccncc1	4.6	4.3	-1.9	4.6	-0.4	-2.0	-1.3	4.3	2.3
CCOc1cc(NC(=S)NCC2CCCO2)c(OCC)cc1NC(=O)CC(C)C (stereo not given)	10.9	18.2	-1.0	20.2	-2.0	-20.0	-1.6	0.1	2.7
CC(C)C(=O)Nc1cccc(NC(=S)NC(=O)c2cccs2)c1	-10.6	-15.5	-4.5	8.2	1.4	12.5	0.8	4.2	-2.7
CC1=NN(Cc2ccccc2)C(=O)/C1=C/c1ccc(N(C)C)cc1	9.7	-0.9	2.5	-6.6	2.4	-32.6	0.2	1.3	-10.2
OCC[C@@H]1C[C@H](O)[C@@H](O)[C@@]2(CCc3ccccc3O2)O1	4.2	-0.2	4.9	18.2	1.2	-0.5	-0.1	-0.1	6.4
CC(C)N1C(=O)CCN(C=O)c2ccccc21	-22.3	1.2	-0.6	8.5	0.0	6.1	-0.1	15.4	-2.7
Cc1ccc(CN(C)C(=O)c2ccccc2Oc2ccccc2)o1	10.4	-6.0	-11.9	5.8	-0.8	-1.1	-0.7	5.1	-3.2
CCOC(=O)CSC1=C(C#N)C(c2ccc(OC)cc2)C2=C(CC(C)(C)CC2=O)N1 (stereo not given)	1.9	-7.5	2.1	-4.5	-6.7	-13.3	0.5	7.4	-6.3
Cc1ccccc1Nc1nc(N)c2ccccc2n1	-10.0	4.1	3.0	18.6	-6.3	-3.7	0.0	34.3	9.6
CC(C(=O)Nc1cccc([N+](=O)[O-])c1)N1CCN(C/C=C/c2ccccc2)CC1 (stereo not given)	6.8	-6.5	6.3	-7.1	-2.2	2.3	1.8	1.1	-2.4

# Rows are unselected; overall some 4.2% were active at least once.
